DUSP3 inh: blocks human VHR1 dual specificity phosphatase | P51452 | hit rate 0.52% among 290,000 | recombinant VHR phosphatase, pNPP absorbance | inhibition, % at 13.3 µM; in the data active means inhibition above about 50%; further: some compounds called inactive have numbers as strong as hits
Target sequence (P51452 whole entry, looked up): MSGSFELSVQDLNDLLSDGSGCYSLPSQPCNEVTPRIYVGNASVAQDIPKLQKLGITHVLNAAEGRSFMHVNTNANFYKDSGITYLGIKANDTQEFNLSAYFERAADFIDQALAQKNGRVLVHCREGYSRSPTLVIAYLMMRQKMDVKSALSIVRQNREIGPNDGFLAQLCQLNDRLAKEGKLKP
SARS 3CLpro inh: SARS-CoV 3CLpro protease inhibition | P0C6X7 | recombinant SARS-CoV 3CLpro, quenched FRET peptide cleavage | inhibition, % at 6 µM | hit rate 0.14% among 290,000; in the data active means inhibition above about 12%
Active calls of the source: *.

mol	DUSP3 inh	SARS 3CLpro inh
CCCC(C)C(=O)OCC(=O)Nc1ccc(Br)cc1 (stereo unspecified)	10	-1
Cc1ccc(C2C3=C(Nc4[nH]n(-c5ccccc5)c(=O)c42)c2ccccc2C3=O)cc1 (stereo unspecified)	2	5
Cc1nc(NC2=NCN(C3CCCCC3C)CN2)nc2ccccc12 (stereo unspecified)	11	5
O=C(Nc1nc2c(ccc3ccccc32)s1)c1cc([N+](=O)[O-])ccc1N1CCOCC1	38	3
CCOC(=O)CSc1nc2ccc(N3CCOCC3)cc2c(=O)n1Cc1ccc2c(c1)OCO2	2	2
CCN(CC)C(=O)CC(c1ccc(F)cc1)c1ccc(OC(C)C)cc1 (stereo unspecified)	26	-3
CCC(C)C(NC(N)=O)C(=O)NC1CCC(C)CC1 (stereo unspecified)	34	3
O=C(O)COc1ccc(-c2nccc(-c3cccs3)n2)cc1	0	3
COc1ccc2c(c1OC)C(=O)c1ccccc1C2=O	0	-2
O=c1[nH]c2cc3c(cc2cc1CN(CCc1ccccc1)Cc1nnnn1C1CCCC1)OCCO3	27	-4
COc1ccc(N2C(=O)N(Cc3ccccc3F)c3ccccc3S2(=O)=O)cc1	17	-3
COC(=O)c1ccc(CSCc2ccc(C#N)cc2)cc1	40	3
COc1ccccc1-c1cc(C(=O)N2CCc3ccccc3C2)c2ccccc2n1	3	-2
CC1(C)CN=C(N2CCN(c3ncnc4sc5c(c34)CCCC5)CC2)S1	-1	-3
Clc1ccc(Cn2c(CN3CCCC3)nc3ccccc32)cc1	36	-3
Cc1cccc(-n2c(-c3ccco3)nc3nc4ccccc4nc32)c1	-14	2
O=C1c2ccccc2C(=O)N1OS(=O)(=O)c1ccccc1	30	3
O=Nc1ccc(NOC(=O)c2ccc(Br)cc2)cc1	13	-2
COc1cc(/C=N/NC(N)=O)ccc1OC(=O)c1ccc(C)cc1	13	4
O=C(N/N=C/c1cc([N+](=O)[O-])ccc1O)C1C2CCCCC21 (stereo unspecified)	49	2
COc1cc2c(C(=O)Nc3ccc4c(c3)OCO4)cn(CC(C)C)c(=O)c2cc1OC	6	1
O=S(=O)(c1ccccc1)N1CCCc2ccccc21	36	5
CC(C)c1ccc2oc3nc(N)c(C(=O)O)cc3c(=O)c2c1	3	1
COC(=O)C/C=C/[C@@H](C)[C@@H](/C=N/O[C@H](C)c1cn([C@@H]2COC[C@H]2O)nn1)NS(=O)(=O)c1ccc(C)cc1	-11	-5
O=C(O)c1cc(-c2ccc(O)cc2)nc2ccccc12	0	-3
CCOC(=O)Cn1c(=O)c2c(nc(Br)n2Cc2ccccc2)n(C)c1=O	18	-2
CCOc1cccc(/C(O)=C2/C(=O)C(=O)N(CCN3CCOCC3)C2c2ccncc2)c1 (stereo unspecified)	9	5
COc1cc(/C=C2/C(=N)N3C(=NC2=O)SN=C3S(=O)(=O)C(C)C)ccc1OS(=O)(=O)c1ccccc1	8	-3
COc1ccc(C(=O)n2ccc(C)n2)cc1Br	-15	-2
O=C(NCCNC1CCN(Cc2ccccc2)CC1)c1cccs1	-8	-3
CCCCc1c(O)nc(SCCC(=O)O)[nH]c1=O	8	-3
COc1cccc(C(=O)N2CCN(C3CCN(Cc4ccccc4)CC3)CC2)c1	29	5
CCCCCCN(C(=O)CCCCCN1C(=O)NC(c2ccc(-c3ccccc3)cc2)C(C(=O)OCc2ccccc2)=C1C)C(C(=O)NCCCC)c1ccc(O)cc1 (stereo unspecified)	12	2
COc1ccc(-c2nnc3n2N=C(c2cccc(Br)c2)CS3)cc1OC	1	-4
O=C(CNc1c(Br)cc(Br)cc1Br)NN=C1CCCCC1	-14	6
Cn1c(=O)[nH]c(=O)c2c1nc(N1CCCCCC1)n2CCCSc1nnnn1-c1ccccc1	12	3
O=C(NCc1ccco1)c1ccc2nc3sc4c(c3c(=O)n2c1)CCCC4	-8	2
Nc1ccc(C(=O)Oc2ccc([N+](=O)[O-])cc2)c(O)c1	13	-6
CC(=O)N1C(=O)N(C)C2C1N(C)C(=O)N2C(C)=O (stereo unspecified)	10	1
CCOC(=O)/C(C#N)=C1\SS/C(=C(/C#N)C(=O)OCC)S1	15	-5
Cc1sc(NC(=O)CN(C)C2CCCCC2)nc1-c1ccc2c(c1)CCN2S(=O)(=O)c1ccccc1	25	-1
Cc1noc(C(=O)Nc2ccc(Cl)cc2)c1Cl	-11	-3
O=C(Nc1ccc(F)cc1)C1=CC(=O)N2CCN=C2S1	18	2
CC(=O)c1ccccc1NC(=O)C1C2CCC(O2)C1C(=O)O (stereo unspecified)	-13	3
Cc1ccc(-c2nc3c(c(=O)[nH]c(=O)n3Cc3ccccc3)n2C)s1	14	-5
Clc1ccc(-c2c[n+](Cc3ccc(Cl)c(Cl)c3)c3n2CCC3)cc1	30	-4
COc1ccc(-n2nnc3c(SCC(=O)Nc4ccc5c(c4)OCCO5)ncnc32)cc1	25	2
COc1cc2nc(N(C)CCCNC(=O)C3CCCO3)nc(N)c2cc1OC (stereo unspecified)	3	-3
CC(C)(C)c1ccc(/C=N/NC(=S)Nc2cccnc2)cc1	-2	-1
COc1ccccc1/C=N/NC(=O)C1=NNC(c2ccccc2)(c2ccccc2)C1	16	-1

Next part.
mol	DUSP3 inh	SARS 3CLpro inh
Clc1cccc(-c2cc3nc4c(c(N5CCNCC5)n3n2)CCCC4)c1	-9	-4
COc1ccc2c(c1)O[C@@H](c1ccc3c(c1)OCO3)[C@H](OC(=O)Nc1cc(OC)c(OC)c(OC)c1)C2=O	1	-6
COC(=O)[C@@H]1CC[C@H](C)[C@@H](c2ccc(C)cc2)N1C(=O)c1ccc(/C=N/OCC[C@@H]2C=C[C@H](OC(C)=O)[C@@H](COC(C)=O)O2)cc1	9	3
CCOC(=O)c1c(NC(=O)/C=C/c2ccc3c(c2)OCO3)sc(C)c1C	10	-1
N=C1C(c2nc3ccccc3[nH]2)=C(O)CN1NC(=O)COc1cccc(F)c1	-2	2
CNCCCCOc1ccccc1Cc1ccccc1	26	-3
CN1CCN(CC(O)c2ccccc2)CC1 (stereo unspecified)	6	2
C=C(C)CN1CC[C@]23c4c5ccc(O)c4O[C@H]2c2[nH]c4ccccc4c2C[C@@]3(O)C1C5	7	0
O=C(C1=C(O)C(=O)N(CCCN2CCOCC2)C1c1ccncc1)c1cc2ccccc2o1 (stereo unspecified)	46	-4
O=c1c(O)c(-c2ccc(O)cc2O)oc2cc(O)cc(O)c12	5	-3
O=S(=O)(c1cccc(S(=O)(=O)N2CCC(N3CCCCC3)CC2)c1)N1CCOCC1	26	4
Cc1ccc2c(c1)C1CCCC3C1N2CC(=O)N3Cc1ccccc1 (stereo unspecified)	6	3
Cc1ccc(NC(=O)Cc2ccccc2)c(C)c1	24	3
COCCN1C(=O)C(=O)/C(=C(/O)c2ccc(S(=O)(=O)N3CCOCC3)cc2)C1c1ccc(C(C)C)cc1 (stereo unspecified)	21	1
COc1cccc(OCCOCCNCCO)c1	11	-1
Oc1ccccc1-c1cc(C(F)(F)F)[nH]n1	9	8
O=C(NC(=S)Nc1cc(S(=O)(=O)N2CCOCC2)ccc1N1CCOCC1)C1CCCC1	29	6
Cc1ccc(-n2c(SCC(=O)N3CCCC3)nc3c(c2=O)SCC3)cc1	6	-1
CCO[C@H]1OC(C(=O)O)=C[C@@H](C2CC2)[C@@H]1CCCO	16	0
Cc1ccc(S(=O)(=O)N2CCN(c3nc(C)nc4sc(C)c(C)c34)CC2)cc1	-1	2
O=C(Nc1nc(-c2ccccn2)cs1)c1ccc(S(=O)(=O)N2CCCCC2)cc1	15	5
CCS(=O)(=O)C1=NN2C(=N)/C(=C\c3ccc(OC(=O)c4ccco4)c(Br)c3)C(=O)N=C2S1	-12	3
COc1ccc(CNc2nc3c(c(C(F)(F)F)n2)CCCCC3)cc1	6	2
COc1ccc(CCNC(=O)C(NS(=O)(=O)c2ccc3c(c2)CCN3C(C)=O)C(C)C)cc1OC (stereo unspecified)	37	-3
CCOc1ccc(NC(C)C(=O)N/N=C/c2ccc([N+](=O)[O-])cc2)cc1 (stereo unspecified)	14	0

Taken from the entries so far, 17 compounds:
mol	DUSP3 inh	SARS 3CLpro inh
CCOC(=O)c1c(NC(=O)/C=C/c2ccc3c(c2)OCO3)sc(C)c1C	10	-1
N=C1C(c2nc3ccccc3[nH]2)=C(O)CN1NC(=O)COc1cccc(F)c1	-2	2
CNCCCCOc1ccccc1Cc1ccccc1	26	-3
CN1CCN(CC(O)c2ccccc2)CC1 (stereo unspecified)	6	2
C=C(C)CN1CC[C@]23c4c5ccc(O)c4O[C@H]2c2[nH]c4ccccc4c2C[C@@]3(O)C1C5	7	0
O=C(C1=C(O)C(=O)N(CCCN2CCOCC2)C1c1ccncc1)c1cc2ccccc2o1 (stereo unspecified)	46	-4
O=c1c(O)c(-c2ccc(O)cc2O)oc2cc(O)cc(O)c12	5	-3
O=S(=O)(c1cccc(S(=O)(=O)N2CCC(N3CCCCC3)CC2)c1)N1CCOCC1	26	4
Cc1ccc2c(c1)C1CCCC3C1N2CC(=O)N3Cc1ccccc1 (stereo unspecified)	6	3
Cc1ccc(NC(=O)Cc2ccccc2)c(C)c1	24	3
COCCN1C(=O)C(=O)/C(=C(/O)c2ccc(S(=O)(=O)N3CCOCC3)cc2)C1c1ccc(C(C)C)cc1 (stereo unspecified)	21	1
COc1cccc(OCCOCCNCCO)c1	11	-1
Oc1ccccc1-c1cc(C(F)(F)F)[nH]n1	9	8
O=C(NC(=S)Nc1cc(S(=O)(=O)N2CCOCC2)ccc1N1CCOCC1)C1CCCC1	29	6
Cc1ccc(-n2c(SCC(=O)N3CCCC3)nc3c(c2=O)SCC3)cc1	6	-1
CCO[C@H]1OC(C(=O)O)=C[C@@H](C2CC2)[C@@H]1CCCO	16	0
Cc1ccc(S(=O)(=O)N2CCN(c3nc(C)nc4sc(C)c(C)c34)CC2)cc1	-1	2

The list continues.
mol	DUSP3 inh	SARS 3CLpro inh
c1ccc(CCCOCCC2CO2)cc1 (stereo unspecified)	-3	-3
NC(CC(=O)O)C1CCCCC1 (stereo unspecified)	26	3
O=C(O)c1cc(-c2cc(C(=O)O)c3ccccc3n2)nc2ccccc12	14	3
CCc1nc(SCC(=O)Nc2c(C)nn(C)c2C)c2cnn(-c3ccccc3)c2n1	20	0
O=C(Nc1ccc(F)c([N+](=O)[O-])c1)c1ccc2c(c1)C(=O)OC2=O	32	-2
Nc1c(S(=O)(=O)c2cccc(Cl)c2)c2nc3ccccc3nc2n1/N=C/c1ccc(O)c(O)c1	19	3
O=C(CC(Sc1ccc(Br)cc1)C(=O)O)c1ccc(Br)cc1 (stereo unspecified)	38	3
c1cc2c(cc1OCCNC1CCCC1)CCC2	-3	2
c1ccc2c(c1)nnn1c3ccccc3nc21	4	-2
O=S(=O)(O)C1CCNCC1	-3	-1
O=C(NC1CCCCC1)c1ccc(S(=O)(=O)c2ccccc2Cl)c([N+](=O)[O-])c1	1	5
Cc1ccsc1C(=O)C1CCCN(Cc2cnc(N(C)C)s2)C1 (stereo unspecified)	9	1
CC(C)(C)c1ccc(C(CC(=O)O)NC(=O)Cc2ccc(F)cc2)cc1 (stereo unspecified)	-13	4
Cc1nn(Cc2ccccc2Cl)c(C)c1NC(=O)CSc1n[nH]c(C)c1[N+](=O)[O-]	-14	-2
O=[N+]([O-])c1ccc2sc(SCc3nc4ccccn4c3Br)nc2c1	46	2
Cc1ccc(CNc2ccc3c(c2)OCO3)c(C)c1	-3	-4
CC1C(=O)CC(c2ccco2)NC1c1ccco1 (stereo unspecified)	16	-1
COC(=O)c1cc2c([nH]c3ccccc32)c(C)n1	38	-3
Cc1ccccc1C1C2=C(Nc3[nH]n(-c4ccccc4)c(=O)c31)c1ccccc1C2=O (stereo unspecified)	5	3
COc1cc(NC(=O)c2ccc(C)c([N+](=O)[O-])c2)ccc1NC(=O)c1ccco1	34	-3
Cc1ccc2oc(=O)c3cc(C(=O)N4CCN(C(=O)c5ccco5)CC4)sc3c2c1	7	1
Cc1ccc(CNC(=O)/C(C#N)=C\c2ccc(N(C)C)cc2)cc1	17	1
N#CC(C#N)=Cc1ccc(-c2ccccc2)o1	-5	2
CCOC(=O)C1Cc2cc3c(cc2C1=O)CC(C(=O)OCC)C3=O (stereo unspecified)	18	4
c1ccc2[nH]c(SN3CCOCC3)nc2c1	0	-2
C#CCOCCOCCOCCNc1nc(N2CCN(C(=O)[C@H](Cc3ccc(O)cc3)n3cc([C@@H](N)C(C)CC)nn3)CC2)nc(N2CCN(C(=O)[C@H](CCCCN)n3cc([C@@H](N)CC(C)C)nn3)CC2)n1 (stereo partly specified)	36	9
O=c1ccc2ccc(Oc3ccc([N+](=O)[O-])cc3[N+](=O)[O-])cc2o1	-4	2
ClCc1csc(N/N=C/c2cccs2)n1	10	-5
COc1ccc(OC)c(Nc2nc(N)nc(CSc3nnc(-c4ccncc4)o3)n2)c1	6	7
CCCCNS(=O)(=O)c1ccc2nc(-c3cccnc3)cc(C(=O)NCCCN(CC)CC)c2c1	17	7
O=C(/C=C/c1ccc(Br)o1)Nc1nnc(C2CC2)s1	17	0

Bioassay records (PubChem BioAssay)

Only part of the results is shown; count on the stated rates, not on these rows.
